SR-BI DiI inh – inhibitors of mouse SR-BI mediated HDL lipid uptake. hit rate 0.96% among 320,000. inhibition, % at 12.5 µM. AID 488896. ldlA[mSR-BI] CHO cells, DiI-HDL uptake fluorescence, 3 h. Q61009;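 active = mean replicate inhibition of at least 70% and a set share of replicates each scoring 70 or more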;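 also: 0% = median of neutral control wells and 100% = median of positive control wells; values of inactives mirror those of a sister screen read the other way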
Target sequence (Q61009 whole entry, looked up): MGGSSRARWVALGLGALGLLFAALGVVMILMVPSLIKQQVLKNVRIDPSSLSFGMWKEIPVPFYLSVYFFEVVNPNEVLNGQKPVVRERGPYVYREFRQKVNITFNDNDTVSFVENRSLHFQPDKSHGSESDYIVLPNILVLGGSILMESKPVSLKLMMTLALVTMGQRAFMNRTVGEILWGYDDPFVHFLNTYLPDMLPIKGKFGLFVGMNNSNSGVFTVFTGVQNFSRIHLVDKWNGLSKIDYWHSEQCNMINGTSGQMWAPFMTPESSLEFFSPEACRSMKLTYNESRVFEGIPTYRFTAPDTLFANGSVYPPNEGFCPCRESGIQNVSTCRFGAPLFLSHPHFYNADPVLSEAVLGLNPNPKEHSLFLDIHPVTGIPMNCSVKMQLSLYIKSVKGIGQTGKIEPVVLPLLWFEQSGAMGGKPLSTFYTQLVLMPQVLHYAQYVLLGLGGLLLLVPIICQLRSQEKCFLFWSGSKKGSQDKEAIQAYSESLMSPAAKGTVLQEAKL
Wnt act – activates Wnt/beta-catenin signaling in a reporter cell assay | activator, plate reader | hit rate 1.2% among 300,000 | activation, % at 9.35 µM | AID 743398; in the data active = activation above about 30%, passing the limit was not always enough;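 also: 0% = neutral control wells and 100% = positive control wells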
AddAB inh – less growth of phage-infected E. coli with AddAB; E. coli expressing H. pylori AddAB, absorbance growth; inhibition, % at 11.9 µM; hit rate 0.29% among 330,000; AID 435030; in the data active = inhibition above about 12%;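 also: 0% = vehicle wells of infected cells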
CAL PDZ FP-1 – blocks peptide binding to the human CAL PDZ domain; Q9HD26; purified CAL PDZ, TMR-peptide fluorescence polarization, 1 h; inhibition, % at 24.9 µM; hit rate 0.92% among 300,000; AID 602252;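 active = mean inhibition of at least 30% with at least half of replicates also reaching 30%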;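 also: 0% = DMSO neutral control and 100% = excess unlabeled competitor peptide PRC23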
CAL PDZ FP-2 – blocks peptide binding to human CAL PDZ domain | Q9HD26 | purified CAL PDZ, TMR-peptide fluorescence polarization, 1 h | inhibition, % at 20 µM | hit rate 0.02% among 330,000 | AID 504414;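 active = highest replicate inhibition of at least 40%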;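 also: plate controls were DMSO neutral control wells for no effect and unlabeled competitor peptide control wells for full effect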
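System: purified tagged CAL PDZ domain construct (CerCALP). Schedule: 1 h incubation at room temperature before polarization reading. Medium: 25 mM sodium phosphate pH 7.4, 150 mM NaCl, TCEP, IgG, Thesit. Read-out: percent inhibition from loss of millipolarization. Measured by: FP readout, S and P plane fluorescence. Probe or stimulus: fluorescent TMR peptide probe.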
SR-BI uptake up – enhances SR-BI lipid uptake from DiI-HDL | CHO ldlA[mSR-BI] cells, DiI-HDL uptake fluorescence, 3 h; 100 = double the neutral-control signal | activation, % at 12.5 µM | hit rate 0.096% among 320,000;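 active = mean replicate activation of at least 60% and every replicate at or above 60%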;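 also: 0% = median plate neutral-control signal and 100% = twice that signal; values of inactives mirror those of a sister screen read the other way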
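Material: SR-BI-overexpressing, LDLR-lacking CHO cells | Dosing: Single compound concentration, delivered by pin transfer | Probe or stimulus: Labelled HDL, 10 µg/mL | Signal: Bottom-read cell fluorescence after medium removal, ex 550/em 595 nm | Schedule: 3 h, 37 °C | Evaluation: HDL uptake via cellular fluorescence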
Tat transport – inhibitors of E. coli Tat protein transport; E. coli MC4100 TorA-mCherry Tat export, fluorescence; hit rate 0.036% among 340,000; inhibition, % at 10 µM;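 active = mean replicate inhibition at least 50% and at least half of replicates individually reaching 50%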;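 also: exported cargo escapes ClpAP degradation while cytoplasmic cargo is degraded and loses fluorescence; 0% = median of neutral control wells and 100% = median of NaSCN control wells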
phage Ecoli inh – E. coli growth loss with phage present; growth absorbance; inhibition, % at 11.9 µM; hit rate 0.26% among 360,000; AID 651602; in the data active = inhibition above about 11%
MITF TRPM1 HTS – increases MITF-driven TRPM1 promoter luciferase signal; SK-MEL-5 TRPM1-promoter luciferase, 24 h; % of positive control, neutral wells = 0; hit rate 0.75% among 300,000; activation, % at 12.5 µM;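 active = mean activation of at least 80% with every replicate also reaching 80%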;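 also: 0% = neutral control wells and 100% = parthenolide positive control wells; values of inactives mirror those of a sister screen read the other way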
Ecoli viability – reduces bacterial viability in AddAB counter-screen | E. coli V3065 growth, OD600 absorbance, 18 h | inhibition, % at 11.9 µM | hit rate 0.27% among 330,000 | AID 449728;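 active = inhibition above the campaign's mean inhibition across all tested compounds plus 3 SD, cut at about 9.9% in these data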;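 also: uninfected addAB+ strain grown without phage in ampicillin broth; 0% = DMSO wells and 100% = ciprofloxacin 0.95 µg/ml wells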
An asterisk follows results filed as active; / = no result given.

nr	structure	Wnt act	Ecoli viability	CAL PDZ FP-2	MITF TRPM1 HTS	CAL PDZ FP-1	SR-BI uptake up	Tat transport	SR-BI DiI inh	phage Ecoli inh	AddAB inh
1	COc1ccc2oc(C(=O)OCC(=O)Nc3ccc(C(=O)N(C)C)cc3)c(C)c2c1	0.3	1.6	-2.2	17.0	-1.7	-3.7	-1.2	3.7	2.6	-0.4
2	O=C(Cn1cnc2scc(-c3ccc(Br)cc3)c2c1=O)N1CCOCC1	-0.9	-3.1	-2.8	3.9	0.8	15.7	-3.5	-15.7	3.6	-0.2
3	CC1Cc2ccccc2N1CC(=O)NC(=O)NC1CCCCC1 (centres undefined)	0.7	1.4	-0.9	-5.4	0.5	1.1	-1.2	-1.1	1.1	3.5
4	CCS(=O)(=O)c1cc([N+](=O)[O-])c(Sc2ccccc2NC(C)=O)s1	12.3	-2.5	-1.5	/	-3.8	12.1	-7.0	-12.1	0.5	-1.0
5	Cc1ccccc1Nc1nc(N)nc(CSc2nnnn2C)n1	0.3	-1.1	-0.9	45.7	-0.8	6.4	-12.0	-6.4	2.0	2.6
6	CCNC(=S)Nc1ccc(NC(=O)c2ccccc2O)cc1	22.6	3.5	0.6	5.2	/	-8.6	1.8	8.6	1.3	1.5
7	CC(C)(Oc1ccc(Cl)cc1)C(=O)NC1CCCCC1	-0.4	0.6	-2.9	4.1	-0.5	7.9	-3.3	-7.9	1.6	4.5
8	Oc1ccc2ccc3cccc[n+]3c2c1	-6.6	0.7	-0.4	7.5	5.0	-8.5	5.2	8.6	0.9	0.3
9	CCC(C(=O)Nc1nnc(-c2ccco2)s1)c1ccccc1 (centres undefined)	0.5	-1.9	/	11.0	5.5	1.8	-10.8	-1.8	0.3	2.6
10	Cc1cc2nnc(SC(C)C)n2c2ccccc12	4.1	-1.5	-0.7	-1.5	-2.1	6.7	2.4	-6.7	3.1	0.5
11	O=C(C1=C[C@H](c2coc3ccccc3c2=O)C[C@H](OCc2ccc(CO)cc2)O1)N1CCOCC1	-1.3	-1.4	-1.4	/	-1.6	12.8	-10.7	-12.8	0.0	1.1
12	COc1ccc(-c2nn(CC(=O)NCCc3ccccc3)c(=S)n2C)cc1	/	0.0	0.8	-1.0	-1.2	16.3	-1.0	-16.3	3.4	1.5
13	COC(=O)[C@H](Cc1ccccc1)NC(=O)[C@@H]1C[C@H]1[C@@H](NC(=O)OCc1ccccc1)c1ccccc1	-2.1	-3.0	0.4	-6.4	2.7	24.1	-0.2	-24.1	-1.7	-1.6
14	O=C(NNC(=O)c1ccc(Br)s1)c1cccc(S(=O)(=O)N2CCCC2)c1	-2.2	1.1	-0.4	-7.1	11.3	-13.3	-3.3	13.3	0.6	0.3
15	CCN(C(=O)CSc1nnc(-c2ccccc2C)n1C)c1c(N)n(Cc2ccccc2)c(=O)[nH]c1=O	-0.5	/	-1.9	8.3	-5.2	21.4	-5.1	-21.4	1.6	/
16	Cc1ccc2c(c1)C1CN(C)CCC1N2S(=O)(=O)c1cc(C(F)(F)F)ccc1Cl (centres undefined)	1.3	-0.5	-1.8	13.2	-2.4	-1.4	2.4	1.4	0.5	-0.4
17	COc1cccc(C2C(C(=O)NCc3ccccc3)=C(C)Nc3ncnn32)c1 (centres undefined)	0.4	-0.3	-1.6	/	-4.2	6.9	-2.9	-6.9	5.1	1.7
18	CS(=O)(=O)N1CCc2cc(S(=O)(=O)NCCNS(=O)(=O)c3ccc4c(c3)CCN4S(C)(=O)=O)ccc21	-2.2	0.7	-3.1	1.8	-1.4	19.3	-3.3	-19.4	4.7	0.9
19	COc1ccc(CCNC(=O)c2c(C)nn(-c3ccccc3)c2Cl)cc1	0.2	2.0	-0.4	7.4	20.7	-11.2	0.9	11.2	1.3	4.0
20	Cc1ccc(C2NC(=O)c3ccccc3N2)c(C)c1 (centres undefined)	-3.6	/	-0.4	/	-5.2	4.0	-3.6	-4.0	-2.4	/
21	Cc1ccc(Cl)cc1NC(=O)C1CC1c1ccccc1 (centres undefined)	-0.4	1.2	-0.5	/	-0.4	15.2	-3.6	-15.2	1.6	0.4
22	O=C1CCCc2c1cnc1ncnn21	-2.1	-0.6	-0.9	1.7	0.5	12.1	-4.6	-12.1	2.2	3.0
23	Cc1ccc(S(=O)(=O)CCC(=O)O)cc1C	/	-1.9	-3.0	-9.1	-2.8	10.3	0.2	-10.3	1.2	0.9
24	COc1ccc(-c2noc(CCCC(=O)NC3CCCC3)n2)cc1OC	0.9	-2.5	-2.9	5.0	-2.3	-6.4	0.9	6.4	1.4	1.9
25	COc1cc(-c2cccs2)cc(=O)c2c(C)oc(C)c12	-4.1	-1.5	-2.1	-13.7	-0.9	1.3	-1.3	0.6	1.7	2.2
26	COc1ccc2nc(NC(=O)c3cc(C)oc3C)sc2c1	/	-0.9	-3.8	96.1*	-1.1	-83.0	3.8	83.0*	-0.6	2.8
27	C=CCn1c(O)c(C2=c3ccccc3=NC2=O)c2ccccc21	-15.2	-0.1	0.7	/	3.3	22.0	-0.1	-22.0	3.7	0.0
28	Cc1ccc(C(=O)NCCCNC(=O)c2cccnc2)cc1	0.0	-1.4	-2.2	-3.3	-1.3	/	2.7	/	-0.6	2.2
29	CC1(C)C(=O)Nc2ccccc2N1C(=O)COC(=O)CCSc1ccccc1	-0.9	-0.8	-0.7	/	-2.2	-2.2	21.6	2.2	3.1	1.0
30	Fc1ccc(OCc2nn[nH]n2)c(F)c1	1.2	-0.9	-0.5	-9.4	-5.2	-2.4	1.0	2.4	1.0	4.6
31	O=C(Nc1nnc(Cc2ccccc2F)s1)c1ccccc1Cl	0.9	1.8	-0.6	/	-5.5	-2.5	0.4	2.5	3.1	2.6
32	CC(=C/c1ccc(C(C)C)cc1)/C=N/NC(=O)Cn1nc(C)cc1C	-2.6	0.6	-0.6	-3.8	-4.4	-9.1	3.3	9.1	3.1	0.7
33	O=C(CC1C[C@H](C(=O)N2CCOCC2)[C@@]2(CCC3CCCC3)c3[nH]c4ccccc4c3CCN2C1=O)NCCc1ccccn1 (some centres undefined)	-2.0	-0.7	-0.4	1.4	-1.9	15.3	-0.7	-15.3	2.2	2.2
34	Cc1c(CCO)c(=O)[nH]n1C(=O)c1ccc(F)cc1	/	-0.2	-1.2	5.3	-3.2	14.2	3.0	-14.2	1.2	1.3
35	Cc1cccc2cc(CN(CCCO)C(=O)Nc3cccc(Cl)c3)c(=O)[nH]c12	/	-0.4	-2.5	20.9	-5.6	-13.4	-1.1	13.4	1.3	-1.1
36	O=C(C1=C(O)C(=O)N(CCN2CCOCC2)C1c1ccccn1)c1cccs1 (centres undefined)	1.6	2.9	-0.3	-11.9	-3.2	22.6	-6.3	-22.6	0.2	3.9
37	c1ccc(COc2ccc(OCCCN3CCCC3)cc2)cc1	6.3	-0.9	0.1	6.6	-0.5	40.3	-5.6	-40.2	3.6	1.4
38	Cc1ccsc1C(=O)N1CCN(c2ncc(C(F)(F)F)cc2Cl)CC1	-0.6	0.2	-1.7	-4.4	-0.5	2.1	-0.7	-2.1	2.5	-0.7
39	Cc1ccc(NC(=O)Nc2nc(-c3ccc(C)s3)cs2)cc1	/	-2.1	0.5	2.1	18.5	-63.4	1.9	63.4	1.7	3.9
40	CCCn1c(SC(C)C(=O)NC2CCCC2)n[nH]c1=O (centres undefined)	3.5	/	-2.9	10.1	-4.8	14.6	-4.1	-14.6	1.0	/
41	Cc1cc(NS(=O)(=O)c2ccc(NC(=O)N[C@H](C(=O)O)C(C)C)cc2)no1	0.7	0.1	-1.1	-2.3	-2.0	14.6	5.3	-14.6	2.1	1.9
42	O=C1N=C(N2CCOCC2)CS1	/	-1.4	-0.5	-8.7	1.9	21.0	-3.9	-21.0	1.8	0.6
43	CNc1nc(Cl)c(SC)c(NCc2ccc(F)cc2)n1	-1.1	1.6	-1.1	4.5	-0.6	-31.8	-2.4	31.8	4.5	0.2
44	CCOc1ccc(NC(=O)CCC(=O)c2ccc(Br)cc2)cc1	0.0	0.7	0.7	-2.6	/	9.9	0.6	-9.9	2.0	2.3
45	COc1cc(OC)c(OC)cc1/C=C1/Cc2ccccc2C1=O	2.4	0.5	0.2	8.4	0.5	-1.2	-3.7	1.2	0.1	-0.3
46	Cc1ccc(S(=O)(=O)/N=C(/c2ccccc2)N2CCOCC2)cc1	-1.2	-1.6	-2.6	7.7	-1.1	15.2	-4.9	-15.2	3.0	2.7
47	CC(=O)c1cccc(N(CC(=O)Nc2ccccc2C(=O)N2CCCC2)S(C)(=O)=O)c1	-1.7	1.4	-1.8	3.1	-3.1	19.1	-2.4	-19.1	2.8	2.5
48	CCCCCC(=O)Nc1cccc(C2=NOC3(C2)C[C@@H](C(N)=O)N(C(=O)Cc2ccc([N+](=O)[O-])cc2)C3)c1 (some centres undefined)	-1.2	-0.2	0.1	6.3	4.6	-19.7	-6.5	19.7	2.1	1.2
49	OCCSc1nc(N2CCOCC2)nc(N2CCOCC2)n1	1.0	-1.4	-0.4	10.9	-0.9	-0.7	-4.9	0.7	-0.3	0.0
50	Cn1ncc(Br)c1C(=O)N1CCCC1	-3.6	-1.9	-2.3	-3.1	1.3	26.1	1.0	-26.1	2.3	2.9
51	COC(=O)c1c2c(nc3ccccc13)CCC2	-2.0	-3.1	-0.9	-12.2	-1.1	2.9	2.6	-2.9	2.1	1.5

From PubChem
